# BLM helicase inh: inhibitors of human Bloom syndrome helicase BLM; recombinant BLM DNA unwinding, fluorescence dequenching; Potency, µM (highest dose often 56.1 µM), without a hit: at the top dose activity change, negative = inhibition, hits mostly inhibitors; hit rate 0.2% among 350,000; P54132; AID 2528;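 note: plate controls were vehicle for no effect and no enzyme for full effect; nearly all actives have a fitted effect of over 35% in size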
# Apoferritin bind: candidate novel general anesthetic via apoferritin binding; apoferritin/1-aminoanthracene competitive binding, fluorescence; Potency, µM (highest dose often 77.5 µM), for inactives: at the top dose activity change, negative = displacement, hits mostly inhibitors; AID 485281; P02791; hit rate 0.074% among 350,000; note: % is set by controls: 0 for no effect and ±100 for the full control effect; nearly all actives have a fitted effect of over 20% in size
#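 Horse-spleen apoferritin (10 uM) in 50% saturated 1-aminoanthracene in PBS was incubated 10 min at room temperature with compound. Fluorescence (ex 380, em 535 nm) was normalized to free and bound 1-AMA, with concentration-response fitted by a four-parameter Hill equation.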
# POLI inh: inhibitors of human DNA polymerase iota. Pol iota fluorescent replication assay, 10 min. Potency, µM (doses to about 115 µM), without a hit: at the highest dose activity, negative = inhibition, hits mostly inhibitors. hit rate 1% among 390,000
#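 Fluorescent replication assay read twice, at 0 min and 10 min after adding 50 nM (final) substrate. Enzyme (10 nM) and compounds were first incubated 15 min at room temperature; enzyme-free buffer wells were negative controls.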
# APEX1 inh: inhibitors of human APE1 endonuclease; P27695; recombinant APE1, TAMRA/BHQ-2 abasic DNA cleavage fluorescence; Potency, µM (doses to about 65.8 µM), inactives show top-dose activity change, negative = inhibition, hits mostly inhibitors; hit rate 0.35% among 350,000; AID 2517;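 note: plate controls were vehicle for no effect and reference inhibitor for full effect; nearly all actives have a fitted effect of over 55% in size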
#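 Step 1: APE1 (0.75 nM) with compound, 15 min RT. Step 2: add 50 nM fluorophore/quencher THF duplex. Step 3: three fluorescence reads 60 s apart (525/598 nm); read 3 minus read 1 = reaction progress.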
# POLB inh: blocks human DNA polymerase beta activity | P06746 | Pol beta primer extension/strand displacement, fluorescence kinetic | Potency, µM (top dose mostly 114 µM), for the others: top-dose activity change, negative = inhibition, hits mostly inhibitors | hit rate 1.3% among 340,000 | AID 485314; note: % is set by controls: 0 for no effect and ±100 for the full control effect
#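 Kinetic readout of DNA synthesis with strand displacement by Pol beta. Compound and 10 nM enzyme sit 15 min at room temperature; 50 nM substrate starts the reaction, read immediately and at 10 min.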
# G9a inh: inhibitors of human histone lysine methyltransferase G9a. hit rate 8.8% among 350,000. Potency, µM (doses to about 102 µM), without a hit: at the highest dose activity, negative = inhibition, hits mostly inhibitors. G9a H3K9 monomethylation, AlphaScreen, 2 h. Q96KQ7; note: % is set by controls: 0 for no effect and ±100 for the full control effect; nearly all actives have a fitted effect of over 75% in size
#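 Enzyme 20 nM + cpd, 15 min RT; add b-H3K9 pep 500 nM / SAM 20 uM; 2 h RT; anti-H3K9me1 Ab 0.5 ug/mL + SA donor / anti-rabbit acceptor beads 20 ug/mL each, 10 min; AlphaScreen read.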
# Pol eta inh: blocks human DNA polymerase eta activity. Q9Y253. recombinant Pol eta, fluorescent DNA replication assay. Potency, µM (doses to about 114 µM), inactives show at the highest dose activity change, negative = inhibition, most hits filed as inhibitors. hit rate 1.2% among 390,000; note: % is set by controls: 0 for no effect and ±100 for the full control effect
#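 Pol eta at 10 nM preincubated with compounds 15 min at room temperature; reaction started with fluorescent substrate (50 nM final) and read kinetically at 0 and 10 min.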
# BAZ2B block: BAZ2B (human) inhibition; Q9UIF8; AlphaScreen BAZ2B-H3K14Ac peptide displacement; Potency, µM (highest dose often 114 µM), for the others: at the highest dose activity change, negative = inhibition, hits mostly inhibitors; hit rate 4.4% among 360,000; note: % is set by controls: 0 for no effect and ±100 for the full control effect; nearly all actives have a fitted effect of over 60% in size
# Target sequence (Q9UIF8 whole entry, looked up): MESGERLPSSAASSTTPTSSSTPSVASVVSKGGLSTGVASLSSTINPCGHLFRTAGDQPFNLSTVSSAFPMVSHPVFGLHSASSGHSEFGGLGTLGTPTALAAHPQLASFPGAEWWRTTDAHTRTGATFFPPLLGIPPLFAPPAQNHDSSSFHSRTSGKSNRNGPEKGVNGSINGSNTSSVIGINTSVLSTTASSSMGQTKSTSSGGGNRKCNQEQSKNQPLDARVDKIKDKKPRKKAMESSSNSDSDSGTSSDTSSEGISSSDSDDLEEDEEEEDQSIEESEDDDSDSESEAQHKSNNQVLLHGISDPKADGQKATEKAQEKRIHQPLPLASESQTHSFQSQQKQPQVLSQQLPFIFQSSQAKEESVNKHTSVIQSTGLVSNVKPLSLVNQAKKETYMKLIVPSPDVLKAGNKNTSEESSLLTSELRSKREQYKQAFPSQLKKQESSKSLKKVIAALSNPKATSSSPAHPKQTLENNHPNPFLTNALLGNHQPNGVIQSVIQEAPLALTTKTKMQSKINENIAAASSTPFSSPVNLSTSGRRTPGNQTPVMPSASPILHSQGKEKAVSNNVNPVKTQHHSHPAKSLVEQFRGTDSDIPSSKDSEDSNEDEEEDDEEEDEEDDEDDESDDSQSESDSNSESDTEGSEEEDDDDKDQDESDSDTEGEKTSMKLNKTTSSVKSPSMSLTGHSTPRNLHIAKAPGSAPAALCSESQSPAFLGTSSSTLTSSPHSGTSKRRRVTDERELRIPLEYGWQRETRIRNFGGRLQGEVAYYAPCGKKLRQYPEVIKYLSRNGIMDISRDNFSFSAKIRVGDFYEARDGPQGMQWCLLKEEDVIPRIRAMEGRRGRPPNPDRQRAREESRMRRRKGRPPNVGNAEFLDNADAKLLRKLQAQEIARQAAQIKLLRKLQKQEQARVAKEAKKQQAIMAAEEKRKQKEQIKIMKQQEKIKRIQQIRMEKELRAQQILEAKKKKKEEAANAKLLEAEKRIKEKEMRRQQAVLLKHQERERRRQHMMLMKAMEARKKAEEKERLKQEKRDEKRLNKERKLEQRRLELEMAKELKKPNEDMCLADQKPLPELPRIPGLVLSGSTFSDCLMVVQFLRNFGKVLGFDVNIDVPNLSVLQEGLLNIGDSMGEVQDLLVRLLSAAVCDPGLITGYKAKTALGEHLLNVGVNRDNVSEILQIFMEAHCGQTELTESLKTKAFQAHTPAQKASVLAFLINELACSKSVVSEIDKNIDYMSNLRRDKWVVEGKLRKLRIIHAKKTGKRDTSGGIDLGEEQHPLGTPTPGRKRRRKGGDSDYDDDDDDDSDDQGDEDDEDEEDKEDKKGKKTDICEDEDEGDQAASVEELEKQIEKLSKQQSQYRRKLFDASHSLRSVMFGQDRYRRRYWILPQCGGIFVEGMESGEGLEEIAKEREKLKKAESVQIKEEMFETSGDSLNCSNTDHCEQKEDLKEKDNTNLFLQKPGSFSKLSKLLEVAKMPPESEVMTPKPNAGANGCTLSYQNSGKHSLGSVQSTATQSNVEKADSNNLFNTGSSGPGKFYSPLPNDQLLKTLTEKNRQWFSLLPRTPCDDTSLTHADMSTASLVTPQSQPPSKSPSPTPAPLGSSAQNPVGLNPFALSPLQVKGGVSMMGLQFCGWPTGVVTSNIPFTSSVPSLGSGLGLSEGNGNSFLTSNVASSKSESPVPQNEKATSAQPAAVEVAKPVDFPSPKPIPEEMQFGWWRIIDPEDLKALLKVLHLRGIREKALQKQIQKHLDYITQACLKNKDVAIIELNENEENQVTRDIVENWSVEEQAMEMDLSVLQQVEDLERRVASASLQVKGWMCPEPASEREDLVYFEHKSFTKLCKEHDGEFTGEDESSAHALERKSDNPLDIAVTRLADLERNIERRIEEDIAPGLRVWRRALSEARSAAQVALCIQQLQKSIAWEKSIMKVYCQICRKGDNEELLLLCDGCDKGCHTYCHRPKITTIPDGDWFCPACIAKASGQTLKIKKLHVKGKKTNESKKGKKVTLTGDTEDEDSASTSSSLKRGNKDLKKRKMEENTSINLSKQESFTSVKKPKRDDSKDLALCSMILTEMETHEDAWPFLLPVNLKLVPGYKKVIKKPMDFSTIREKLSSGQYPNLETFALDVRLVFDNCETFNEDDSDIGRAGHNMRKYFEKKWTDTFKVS
#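 AlphaScreen luminescence quantifies BAZ2B engagement of H3K14Ac peptide; the protein and biotinylated peptide are both at 50 nM final, buffer PBS pH 7.4 with 0.01% Tween-20, all steps at room temperature.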
# POLK inh: inhibitors of human DNA polymerase kappa; Q9UBT6; purified Pol kappa, fluorescent DNA synthesis assay, 10 min; Potency, µM (titrated, usually from 107 µM), for inactives: top-dose activity, negative = inhibition, hits mostly inhibitors; hit rate 0.53% among 400,000; AID 588579; note: % is set by controls: 0 for no effect and ±100 for the full control effect
#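 50 nM final substrate added after 15 min RT preincubation of 10 nM Pol kappa with compound; fluorescence read at 0 and 10 min.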
# Numbers without * were called inactive; ? = inconclusive; . = not tested or not shown; & = joins results of further samples; ! = not confirmed by another sample; [ ] = another dose, or the depositor's remark. Calls come from the whole dose curve; as a rule, active = well fitted curve in the direction sought with a large enough effect; inconclusive = small, poorly fitted or top-dose-only effect, or another doubt; inactive = no such curve, though single readings can be large; an effect the other way counts as inactive or inconclusive. Potency is the fitted concentration of half-maximal effect.
compound	POLI inh	Pol eta inh	G9a inh	BAZ2B block	POLK inh	Apoferritin bind	BLM helicase inh	POLB inh	APEX1 inh
O=C(COC(=O)c1ccccc1Br)Nc1cccnc1Cl	34%[activator]	-2%	.	.	-18%	.	.	.	2%
CCN1CCCC1CNC(=O)c1cc2c(C)nc3ccccc3c2o1 (stereo unspecified)	10%	0%	?	18%	-14%	-20%	111%[activator]	5%	?
Cc1ccc(-n2nnc(-c3cc4ccccc4n3C)n2)cc1	-3%	-16%	63%[activator][59 µM]	17%	-15%	-6%	4%	-3%	-1%
CC1=NOC2(C1)/C(=N/O)CCC/C2=N\O (stereo unspecified)	-6%	-6%	-32%	-2%	-4%	-17%	-1%	28%	1%
O=C(Nc1nnc(C2=COCCO2)o1)c1cccc(C(F)(F)F)c1	27%	-16%	-1%	?	0%	-11%	-3%	16%	4%
O=C(/C=C/c1ccc(Cl)cc1Cl)NC(=S)Nc1ccc(CN2CCOCC2)cc1	25%	8%	27%[59 µM]	57%[activator]	0%	-16%	0%	10%	-5%
O=C(COc1cccnc1[N+](=O)[O-])N1CCN(S(=O)(=O)c2ccccc2)CC1	18%	-9%	-5%	-4%	0%	-12%	-15%	7%	2%
C1CCCC(NC2=NCCO2)CCC1	24%	-14%	2%	-11%	4%	3%	-5%	-12%	?
COC(=O)c1cc(C(=O)c2ccc(C(C)(C)C)cc2)c[nH]1	150%[activator]	?	26%[59 µM]	-11%	-17%	?	-14%	2%	11%
CCC(=O)Nc1nnc(S(=O)(=O)N2CCCCCC2)s1	1%&-14%	-1%&-3%	10µM*!	7.1µM*!	-16%&-2%	-20%&-9%	-2%&-8%	11%&0%	18%
CCOc1ccc(C(=O)NNC(=O)CNC(=O)c2ccc(C)s2)cc1OC	9%	-9%	3%[59 µM]	7%	-17%	.	.	.	-3%
O=Cc1cn(CC(=O)NCC2CCCO2)c2ccccc12 (stereo unspecified)	8%	9%	-3%[59 µM]	2%	-12%	-7%	4%	26%	-6%
Cc1ccccc1CC1(CO)CCCN(C(=O)CCC(=O)c2ccccc2)C1 (stereo unspecified)	58%[activator]	-17%	-4%	-9%	-7%	-15%	-3%	16%	-2%
CCOC(=O)c1c(S(=O)(=O)N2CCN(C3CCCCC3)CC2)c(C)n(C)c1C	-10%	6%	10%[59 µM]	-17%	-13%	-4%	-2%	18%	-1%
Cc1cccc(NC(=O)c2cc(=O)c3ccccc3o2)n1	4%	-2%	-3%[12.7 µM]	-23%	-12%	-12%	2%	27%	-3%
O=C(CCNC(=O)c1ccc(Cl)cc1)Nc1cccc(S(=O)(=O)N2CCCCCC2)c1	13%	-16%	?	-4%	-12%	.	.	.	-9%
CCc1cccc(OC2OC(CO)C(O)C(O)C2NC(C)=O)c1 (stereo unspecified)	2%	-7%	-6%[59 µM]	-3%	-1%	-5%	1%	-1%	4%
COc1cccc(OCC(O)CN2CC(C)CC(C)C2)c1 (stereo unspecified)	-10%	-18%	9%[2.33 µM]	-2%	-5%	-5%	0%	12%	-2%
CCN(CC(=O)Nc1c(F)cccc1F)C(=O)Cc1n[nH]c(=O)c2ccccc12	36%[activator]	-14%	1%	4%	2%	.	.	.	15%
O=C(CSc1ccc(F)cc1)NC12CC3CC(CC(C3)C1)C2	-10%	-16%	25%	-3%	1%	?	-4%	1%	5%

# An excerpt from above in order of SMILES length, largest number first:
compound	POLI inh	Pol eta inh	G9a inh	BAZ2B block	POLK inh	Apoferritin bind	BLM helicase inh	POLB inh	APEX1 inh
O=C(COc1cccnc1[N+](=O)[O-])N1CCN(S(=O)(=O)c2ccccc2)CC1	18%	-9%	-5%	-4%	0%	-12%	-15%	7%	2%
COC(=O)c1cc(C(=O)c2ccc(C(C)(C)C)cc2)c[nH]1	150%[activator]	?	26%[59 µM]	-11%	-17%	?	-14%	2%	11%
CC1=NOC2(C1)/C(=N/O)CCC/C2=N\O (stereo unspecified)	-6%	-6%	-32%	-2%	-4%	-17%	-1%	28%	1%

# Returning to the listing, repeating the seven entries before the break.
compound	POLI inh	Pol eta inh	G9a inh	BAZ2B block	POLK inh	Apoferritin bind	BLM helicase inh	POLB inh	APEX1 inh
CCOC(=O)c1c(S(=O)(=O)N2CCN(C3CCCCC3)CC2)c(C)n(C)c1C	-10%	6%	10%[59 µM]	-17%	-13%	-4%	-2%	18%	-1%
Cc1cccc(NC(=O)c2cc(=O)c3ccccc3o2)n1	4%	-2%	-3%[12.7 µM]	-23%	-12%	-12%	2%	27%	-3%
O=C(CCNC(=O)c1ccc(Cl)cc1)Nc1cccc(S(=O)(=O)N2CCCCCC2)c1	13%	-16%	?	-4%	-12%	.	.	.	-9%
CCc1cccc(OC2OC(CO)C(O)C(O)C2NC(C)=O)c1 (stereo unspecified)	2%	-7%	-6%[59 µM]	-3%	-1%	-5%	1%	-1%	4%
COc1cccc(OCC(O)CN2CC(C)CC(C)C2)c1 (stereo unspecified)	-10%	-18%	9%[2.33 µM]	-2%	-5%	-5%	0%	12%	-2%
CCN(CC(=O)Nc1c(F)cccc1F)C(=O)Cc1n[nH]c(=O)c2ccccc12	36%[activator]	-14%	1%	4%	2%	.	.	.	15%
O=C(CSc1ccc(F)cc1)NC12CC3CC(CC(C3)C1)C2	-10%	-16%	25%	-3%	1%	?	-4%	1%	5%
CCc1ccc(NC(=O)c2cc(C)on2)cc1	-3%[58.9 µM]	-12%	-1%[59 µM]	0%	-2%	-16%	-1%	34%	-2%
COC(=O)c1cccc(NC(=O)C(C)N2C(=O)c3ccccc3C2=O)c1 (stereo unspecified)	18%	-6%	?	-10%	0%	-24%	-4%	32%	0%
COc1ccc(O)c(-c2[nH]ncc2C(=O)c2ccccc2)c1	-7%	5%	-6%[59 µM]	.	-1%	-20%	-1%	-17%	-4%
O=C(Cn1ccc2ccccc2c1=O)NCCC(=O)Nc1ccc(F)cc1F	71%&5%[activator]	-1%&-6%	-4%	2%&-4%	6%&-36%	-8%&-6%	-5%&-9%	19%&0%	-5%
O=C(C[C@H]1C/C=C\CC[C@@H](Cc2ccc(F)cc2)C(=O)O[C@H](c2ccccc2)CNC1=O)N[C@H](CO)Cc1ccccc1	-13%	-4%	.	.	-5%	.	.	.	-20%
COc1ccc2[nH]c(C)c(CCNC(=S)Nc3cccc(C)c3)c2c1	1%	-13%	45µM*	35µM*	-21%	-6%	-9%	8%	3%
CS(=O)(=O)N1CCC(C(=O)Nc2ccc(Cl)cc2)CC1	28%	-13%	.	25%	2%	-3%	0%	1%	5%
CCCCC(=O)N(CCOC)c1nnc(-c2ccccc2C)s1	-12%	-14%	.	26%	-6%	-11%	-2%	-8%	2%
Cc1ccc(S(=O)(=O)N2CCN(C(=O)CN3C(=O)NC4(CCCC4)C3=O)CC2)c(C)c1	22%	-21%	10%[0.501 µM]	8%	-14%	.	.	.	0%
Cc1ccc(C(c2nnnn2CS(=O)(=O)c2ccc(C)cc2)N2CCC(C)CC2)cc1 (stereo unspecified)	8%	-19%	?	5%	-6%	-5%	-8%	-2%	-2%
CS(=O)(=O)N1CCC(C(=O)O)CC1	7%	-12%	0%	5.6µM*	-4%	1%	1%	8%	-1%
CC1Cc2ccccc2C(CCc2ccccc2)=N1 (stereo unspecified)	1%	-14%	-12%[2.33 µM]	0%	-3%	-4%	0%	12%	1%
COc1ccc2cc(CN(CC3CCCO3)S(=O)(=O)c3ccccc3)c(=O)[nH]c2c1 (stereo unspecified)	?	-2%	-43%[59 µM]	2%	-7%[60.1 µM]	-24%	-1%	0%	1%
COc1cc(C(=O)NNC(=O)COc2cccc(F)c2)ccc1OCC(=O)N1CCOCC1	?	-3%	7%[59 µM]	10%	6%	.	.	.	13%
COCCC(=O)N1CCC(Oc2ccc(C(=O)N3CCCC(COC)C3)cc2)CC1 (stereo unspecified)	16%	-28%	4%	-12%	-12%	-4%	2%	0%	0%
CCC1CCCCN1C(=O)CCc1nnc(Cc2cc(OC)ccc2OC)o1 (stereo unspecified)	56%[activator]	-8%	-1%[59 µM]	-10%	-11%	1%	-3%	2%	0%
CCCc1nc2sc3ccccc3c(=O)c2c(=O)n1CCOC	.	.	53%[activator][59 µM]	-7%	.	-10%	2%	31%	1%
CN(CCc1ccccn1)C(=O)CCC1CCCN(C(=O)c2ccccn2)C1 (stereo unspecified)	-2%	-3%	-7%	-14%	0%	-4%	-5%	18%	1%
O=C(Oc1ccccc1C(=O)Nc1ccccc1)c1ccccc1Br	-3%	-11%	2%[59 µM]	-2%	-11%	-17%	-7%	5%	-1%
CCCCn1c(N)c(N(CC(C)C)C(=O)c2cc3c(s2)CCCCC3)c(=O)[nH]c1=O	38%[activator]	-22%	?	-2%	2%	.	.	.	22%
O=C(CSc1ccc(C(F)(F)F)cc1[N+](=O)[O-])Nc1ccccc1	11%	-6%	7%	-26%	-4%	-22%	0%	?	?
Cc1cc(C)cc(OCC(=O)NCC2CCCO2)c1 (stereo unspecified)	?	-10%	-3%	-20%	-3%	-7%	3%	-13%	3%
CCn1nc(C)c(CNC(=O)c2ccc(OC3CCN(Cc4ccccn4)CC3)cc2)c1C	26%	-19%	-5%	79µM*	-2%	-2%	1%	28%	40%[activator]
Cc1ccc(CSc2nc3ccccc3c(=O)n2CCCC(=O)NCc2ccco2)cc1	15%	-2%	20%[59 µM]	-1%	-12%	-10%	-1%	14%	0%
Cc1cc(C)n(-c2nc3c(c(=O)[nH]c(=O)n3C)n2CCc2ccccc2)n1	3%	-12%	-6%[12.7 µM]	1%	-13%	-16%	-2%	-25%	-3%
Cc1ccc(O)c(C2=NCCNC(C(F)(F)C(F)F)=C2)c1	21%	5%	-8%[59 µM]	-33%	-2%	-19%	-2%	-1%	4%
CCOc1ccc(-c2nn(CC(=O)NC3CCCC3)c3c2cnc2ccc(F)cc23)cc1	22%	-11%	19%[59 µM]	-8%	6%	-9%	-4%	6%	.

# These rows are one share of the data; the hit share may differ from the screen's.
